# BRCA1 expr up: activators of BRCA1 expression. MCF7-BRCA1-FFLuc reporter, luminescence, 48 h; response scale: scaled: vehicle 0%, 10 µM genistein 100%. Potency, µM (doses to about 46.1 µM), without a hit: at the highest dose activation, usual class: activators. 380,000 compounds, 1.1% hits; note: nearly all actives have a fitted effect of over 80% in size; some results filed as inactive show a strong effect at the top dose
#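 Using MCF7 cells harboring a BRCA1 firefly luciferase reporter, plated 2 h before compound pinning, the screen measured luminescence after 48 h incubation. Responses were normalized to DMSO and 10 microM genistein, then fitted for concentration-effect.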
# RORg inh: inhibitors of mouse ROR gamma transcriptional activity; Potency, µM (highest dose often 53.6 µM), for inactives: at the highest dose activity change, negative = inhibition, usual class: inhibitors; Drosophila S2 Gal4-RORgamma UAS-luciferase reporter, 20 h; 310,000 compounds, 5.4% hits; note: % is set by controls: 0 for no effect and ±100 for the full control effect; nearly all actives have a fitted effect of over 60% in size
#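 In this cell-based reporter format, copper sulfate (700 uM final) drives Gal4–ROR gamma fusion expression from a metallothionein promoter in Drosophila Schneider cells; compounds preincubated 1 hr, reporter read after 20 hr at ambient temperature.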
# uPA generation: blocks generation of uPA at the cell surface; cell surface uPA generation assay, qHTS; Potency, µM (doses to about 38.3 µM), inactives show at the top dose activity change, negative = inhibition, usual class: inhibitors; 330,000 compounds, 0.31% hits; AID 540303; active = well fitted inhibition curve with a large enough effect; inconclusive = small, poorly fitted or top-dose-only effect; inactive = no such curve, though single readings can be large or run the other way; tested in mouse RAW 264.7 cells; note: % is set by controls: 0 for no effect and ±100 for the full control effect; nearly all actives have a fitted effect of over 55% in size
# MBNL1 CUG block: MBNL1-poly(CUG) RNA binding inhibition; Potency, µM (series often up to 57.5 µM), for the others: at the highest dose activity change, negative = inhibition, usual class: inhibitors; Q9NR56; TR-FRET MBNL1-His/biotin-(CUG)12 binding, 665/545 ratio; 280,000 compounds, 0.036% hits; active = well fitted inhibition curve with a large enough effect in the signal ratio, with a control signal flat, not every such curve was filed as active; inconclusive = small, poorly fitted or top-dose-only effect, or effect the other way, or a change in a side signal; inactive = no such curve, though single readings can be large or run the other way; the % refers to the signal ratio; note: % is set by controls: 0 for no effect and ±100 for the full control effect
# Target sequence (Q9NR56 whole entry, looked up): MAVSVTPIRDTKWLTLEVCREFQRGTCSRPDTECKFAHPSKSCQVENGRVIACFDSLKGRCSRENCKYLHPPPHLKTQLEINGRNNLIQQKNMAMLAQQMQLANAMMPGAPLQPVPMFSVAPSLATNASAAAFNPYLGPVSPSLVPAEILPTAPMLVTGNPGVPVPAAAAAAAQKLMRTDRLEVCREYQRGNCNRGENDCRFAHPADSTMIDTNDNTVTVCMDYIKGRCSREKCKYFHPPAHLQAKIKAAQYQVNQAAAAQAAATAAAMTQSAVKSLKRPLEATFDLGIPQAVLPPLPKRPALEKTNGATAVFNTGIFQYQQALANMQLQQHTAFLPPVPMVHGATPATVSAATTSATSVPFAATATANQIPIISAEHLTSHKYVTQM
#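 Ratiometric TR-FRET (665 over 545 nm, excitation 340 nm) tracks disruption of MBNL1-His/biotin-(CUG)12 complex after 60 min at room temperature, with compounds at 92 nM to 58 uM final.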
# p53 reactivation: re-activators of mutant p53 | Potency, µM (titrated, usually from 92.2 µM), for the others: top-dose activity change, positive = activation, hits mostly activators | H1299 p53-A138V BP100-luciferase reporter, luminescence, 24 h | 320,000 compounds, 0.063% hits | AID 504706; note: % of control where 0% means no effect; nearly all actives have a fitted effect of over 45% in size
#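 p53-null H1299 cells stably carrying temperature-sensitive p53-A138V and a BP100-luciferase reporter were pinned with compounds (4-point, 1:5 series) and held 24 hrs at 37 deg C. Luminescence was read 10 min after detection reagent.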
# ELG1 genotoxic: genotoxicity induction in ELG1-luciferase HEK293T cells. HEK293T ELG1-luciferase reporter, luminescence, 16 h. Potency, µM (doses to about 46 µM), inactives show at the top dose activity change, positive = activation, most hits filed as activators. 330,000 compounds, 1.3% hits. AID 504466; note: % of control where 0% means no effect; nearly all actives have a fitted effect of over 60% in size
#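 Cells (2,000/well) expressing the ELG1-luciferase fusion are dosed by pin tool and kept 16 hr at 37 °C, 5% CO2. Signal comes from ONE-Glo luciferase reagent after 30 min at room temperature.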
# NPC1 promoter act: NPC1 promoter activation; Huh7 NPC1 promoter luciferase reporter, 24 h; Potency, µM (highest dose often 9.22 µM), without a hit: at the highest dose activation, hits mostly activators; 320,000 compounds, 2.4% hits; AID 485313;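 note: % of control where 0% means no effect; nearly all actives have a fitted effect of over 60% in size; reporter is driven by a mutant NPC1 promoter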
#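 Luminescence read-out of NPC1 promoter-driven luciferase in stably transfected Huh7 cells; compounds delivered in DMSO and left 24 h at 37C, 5% CO2, qHTS titration format.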
# Gal4-VP16 FLuc: Gal4-VP16 reporter inhibition counter-screen; Drosophila S2 Gal4-VP16 UAS-luciferase, luminescence, 20 h; Potency, µM (series often up to 53.6 µM), for inactives: at the top dose activity, negative = inhibition, hits mostly inhibitors; 310,000 compounds, 3.5% hits;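 note: Gal4-VP16 expression switched on by copper sulfate through the metallothionein promoter; % is set by controls: 0 for no effect and ±100 for the full control effect; nearly all actives have a fitted effect of over 50% in size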
# Rab9 prom act: Rab9 promoter activation; AID 485297; 320,000 compounds, 2.8% hits; Potency, µM (titrated, usually from 9.22 µM), inactives show top-dose activation, negative = inhibition, most hits filed as activators; Huh7 Rab9 promoter-luciferase reporter, luminescence, 24 h; note: % of control where 0% means no effect; nearly all actives have a fitted effect of over 60% in size
#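 Rab9 promoter-driven luciferase in stably transfected Huh7 cells; 1500 cells/well rested 2 h, exposed to compound in DMSO for 24 h at 37 °C, 5% CO2. Luminescence read 10 min after adding luciferase reagent at ambient temperature.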
# FLuc modulator: firefly luciferase modulation, counter-screen for miR-21 project; P08659; purified FLuc, Km substrates, luminescence inhibition; Potency, µM (top dose mostly 57.5 µM), inactives show top-dose activity change, negative = inhibition, most hits filed as inhibitors; 360,000 compounds, 6.9% hits;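 note: plate controls were vehicle for no effect and reference inhibitor for full effect; nearly all actives have a fitted effect of over 55% in size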
# Target sequence (P08659 whole entry, looked up): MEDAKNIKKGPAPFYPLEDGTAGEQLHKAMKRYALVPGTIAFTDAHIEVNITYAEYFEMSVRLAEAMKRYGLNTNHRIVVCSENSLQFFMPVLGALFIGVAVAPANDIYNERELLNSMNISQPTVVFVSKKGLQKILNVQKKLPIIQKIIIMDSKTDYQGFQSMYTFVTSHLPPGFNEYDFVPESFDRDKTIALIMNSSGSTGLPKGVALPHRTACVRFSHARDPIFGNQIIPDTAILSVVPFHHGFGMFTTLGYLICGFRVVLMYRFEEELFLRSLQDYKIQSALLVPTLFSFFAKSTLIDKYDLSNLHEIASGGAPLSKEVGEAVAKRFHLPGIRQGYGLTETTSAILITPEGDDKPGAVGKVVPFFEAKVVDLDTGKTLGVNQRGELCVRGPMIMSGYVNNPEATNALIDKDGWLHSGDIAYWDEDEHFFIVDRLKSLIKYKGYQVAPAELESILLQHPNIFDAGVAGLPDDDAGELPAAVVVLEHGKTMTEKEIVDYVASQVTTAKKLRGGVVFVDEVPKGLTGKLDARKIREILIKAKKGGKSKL
#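 Purified P. pyralis luciferase, 10 nM final, with Km-level 10 uM D-luciferin and 10 uM ATP in 50 mM Tris acetate pH 7.5, 10 mM Mg acetate, 0.01% Tween-20, 0.05% BSA; 6-point qHTS titration about 60 µM downward; luminescence read.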
# Numbers without * were called inactive; ? = inconclusive; nt = no result given; [ ] = another dose, or the depositor's remark. Unless noted, calls come from the whole dose curve; as a rule, active = well fitted curve in the direction sought with a large enough effect; inconclusive = small, poorly fitted or top-dose-only effect, or another doubt; inactive = no such curve, though single readings can be large; an effect the other way counts as inactive or inconclusive. Potency is the fitted concentration of half-maximal effect. This is a random part of the collection; overall some 13% were active at least once.
SMILES,BRCA1 expr up,RORg inh,uPA generation,MBNL1 CUG block,p53 reactivation,ELG1 genotoxic,NPC1 promoter act,Gal4-VP16 FLuc,Rab9 prom act,FLuc modulator
COc1ccc2cc3cc(C(=O)NCCCN4CCOCC4)oc3nc2c1,14%,8%,-6%,?,-2%,1%,0%,-3%,1%,-10%
CN(C)c1nc(Oc2ccc(C(=O)OCC(=O)Nc3ccccc3)cc2)nc(N(C)C)n1,-8%,-2%,10%,-10%,-3%,-15%,12%,-11%,2%,-3%
CNC(=O)c1cc2cc(OC)ccc2oc1=O,1%,17%,nt,?,1%,3%,-1%,-4%,16%,-7%
Cc1cccc(NC(=O)c2ccc(NCCO)c([N+](=O)[O-])c2)n1,74%,-37%,-3%,?,7%,17%,24%,?,?,?
COc1cccc(C(=O)N2CCN(Cc3cn[nH]c3-c3ccc(F)cc3F)CC2)c1,0%,28%,-3%,-7%,-1%,-1%,-1%,3%,2%,1%
Cc1cc(O)c(/C=N/Nc2ccccc2)c(=O)o1,-37%,?,0%,11%,?,-2%,1%,-5%,1%,?
CN(C)CCN(C(=O)c1ccccc1Cl)c1nc2c(Cl)cccc2s1,-23%,-2%,5%,-18%,-6%,-3%,-1%,-6%,0%,-4%
CCCCc1nc2cc(C(=O)NC(C)c3cnn(C)c3)ccc2o1 (stereo unspecified),98%,-3%,-14%,-2%,12%,?,?,2%,4µM*,?
Cc1nc2ccccc2nc1SCC(=O)N1CCC(C)CC1,-27%,?,nt,36%[activator],-2%,-1%,-6%,?,6%,-10%
CCC1CCCCN1C(=O)COC(=O)CN(C)S(=O)(=O)c1ccc(NC(C)=O)cc1 (stereo unspecified),-4%,nt,8%,nt,6%,-1%,-4%,nt,-7%,4%
Cn1nc(C(=O)OCC(=O)NCCc2ccccc2)c2ccccc2c1=O,0%,0%,-18%,7%,17%,2%,0%,0%,-4%,4%
O=c1c(Cc2ccc(Cl)cc2Cl)c(O)ccn1CCCN1CCOCC1,-6%,4%,-2%,6%,-1%,-1%,-3%,-3%,1%,-2%
CCc1ncc(C)[nH]1,7%,-8%,2%,-19%,nt,5%,-1%,-5%,0%,2%
COC(=O)Nc1ccc(S(=O)(=O)N2CCCCC2C(=O)NCc2ccco2)cc1 (stereo unspecified),0%,-19%,-7%,-1%,-2%,-7%,-2%,0%,-3%,1%
CC(/C=N/NC(=O)Cn1nnc(N)n1)=C\c1ccc(C(C)C)cc1,40%,39%,1%,12%,8%,5%,9%,-3%,18%,?
CN(c1ccccc1)S(=O)(=O)c1ccc(C(=O)Nc2nccs2)cc1,-3%,-4%,9%,-15%,-4%,7%,6%,?,-2%,?
Cc1ccccc1C1=NC(C(F)(F)F)(C(F)(F)F)c2c(n(C)c(=O)n(C)c2=O)N1,-10%,22%,1%,-3%,46%,-2%,1%,-1%,3%,4%
COCCCNC(=O)c1ccc(Cn2c(=O)c3ccccc3n(CC(=O)NCCc3ccc(OC)c(OC)c3)c2=O)cc1,-35%,-13%,-2%,-1%,0%,-2%,-2%,-19%,2%,-2%
COc1ccc(NC(=O)C2=C(C)NC(=O)NC2c2ccccc2[N+](=O)[O-])cc1 (stereo unspecified),-14%,-44%,2%,nt,-1%,-1%,-5%,-2%,2%,2%
COc1ccc(N2C(=O)CSCC2=O)cc1OC,11%,0%,1%,nt,4%,2%,1%,-5%,6%,-1%
CCOC1OC(=O)C(Cl)=C1Nc1ccc(C)cc1 (stereo unspecified),-21%,32%,-3%,-8%,-5%,2%,-1%,7%,0%,-6%
Cc1nc(CNS(=O)(=O)c2cc([N+](=O)[O-])ccc2C)cs1,-20%,6%,2%,?,8%,-5%,2%,-7%,2%,5%
COc1cccc(C(c2c(NC(=O)c3ccccc3)sc(C)c2C)N2CCN(C)CC2)c1 (stereo unspecified),-43%,3%,3%,-5%,-11%,11%,-2%,?,-8%,2%
c1cncc(-c2nc3c(ccc4ccccc43)[nH]2)c1,33%,?,6%,7%,?,7%,?,-17%,?,11µM*
COc1ccc(-c2cc3ccccc3nc2N)cc1OC,11%,?,-1%,?,-5%,-8%,-1%,-5%,-13%,-5%
CCN(CCCNC(=O)c1cc2c(-c3cccc(OC)c3)nn(C)c2s1)Cc1ccccc1,-16%,-24%,-7%,-17%,-6%,-1%,0%,-3%,0%,-1%
O=C(COC(=O)c1cc[n+]([O-])cc1)NCCc1ccc(Cl)cc1Cl,-6%,32%,-19%,17%,1%,1%,-11%,2%,-1%,-2%
COc1ccc(CN2CCN(CCC(C)C)C(CCO)C2)cc1Cn1cncn1 (stereo unspecified),2%,-2%,12%,-15%,1%,-1%,0%,-13%,0%,3%
COC(=O)c1cn(NC(=O)C2CCCO2)c(=O)c2ccccc12 (stereo unspecified),-14%,?,1%,-13%,-4%,0%,-3%,?,-1%,-3%
NS(=O)(=O)c1ccc(CNC(=O)c2cc(-c3ccccc3)nc3ccccc23)cc1,4%,17%,-2%,16%,0%,-7%,-4%,-11%,-1%,?
C=CCNc1nc(-c2c(C)nc3ncccn23)cs1,-7%,7%,-2%,22%,9%,11%,-3%,-2%,0%,-3%
OC(CNCCC(c1ccccc1)c1ccccc1)COc1ccccc1 (stereo unspecified),-90%[inhibitor],?,6%,3%,-13%,-7%,-6%,-29%,-7%,0%
COC(=O)c1ccccc1NC(=O)N1CCCC1,7%,-34%,nt,8%,-7%,1%,-4%,0%,-2%,4%
O=C(CCn1c(=O)[nH]c2ccccc2c1=O)NCCSCc1ccccc1,2%,7%,3%,-12%,-2%,2%,-1%,-8%,1%,0%
O=C1C=C(c2ccc(OC(F)(F)F)cc2)C[C@@H](c2ccc(F)cc2)C1,0%,nt,10%,nt,-9%,1%,-2%,nt,-7%,1%
N=C1/C(=C\c2ccc(SCc3ccco3)o2)C(=O)N=C2SC=NN12,41%,-1%,-7%,?,4%,6%,-1%,1%,22%,8.5µM*
FC(F)(F)c1nnc(-c2ccccc2)nc1Oc1ccc(Cl)cc1Cl,-16%,-8%,-3%,-2%,?,-1%,-2%,-2%,0%,-1%
CC(C)Nc1nc(NC(C)C)nc(NS(=O)(=O)c2ccc(N)cc2)n1,5%[1.84 µM],-5%,0%,-16%,-2%,3%,-4%,6%,1%,-2%
O=C(c1ccc(-n2cncn2)c([N+](=O)[O-])c1)N1CCN(S(=O)(=O)c2ccccc2Br)CC1,-11%,nt,-2%,nt,11%,0%,-6%,nt,0%,-1%
CCn1c(C)cc(O)cc1=O,0%,2%,4%,1%,-1%,2%,-2%,-11%,-1%,-1%
CC(=O)CC(=O)Nc1ccccc1NC(C)=O,3%,-22%,-3%,-8%,-6%,0%,2%,-1%,-11%,3%
C[C@@H]1COC(=O)[C@H](Cc2ccc(F)cc2)C/C=C\C[C@@H](CC(=O)N[C@H](CO)Cc2ccccc2)C(=O)N1,0%,nt,8%,nt,1%,1%,nt,nt,nt,nt
CCN(CC)C(=O)CSc1nnc2nnc3cc(Cl)ccc3n12,-70%,38%,-1%,?,-1%,-5%,1%,-3%,-2%,0%
CC(CNC(=O)C(C)C)NC(=O)C(C)C (stereo unspecified),-1%,-1%,-2%,0%,-2%,-1%,-2%,8%,-5%,-1%
O=C(CSCCO)N1CCc2ccccc21,9%,25%,-8%,-8%,1%,2%,-1%,2%,-3%,4%
CCOc1ccc(N2CC(C(=O)Nc3cc(S(=O)(=O)N4CCCCC4)ccc3C)CC2=O)cc1 (stereo unspecified),-10%,nt,-2%,nt,-5%,-2%,nt,nt,nt,nt
Cc1ccc(NS(=O)(=O)c2ccc(NC(=O)C3CCCO3)cc2)cc1 (stereo unspecified),-21%,?,4%,-4%,-12%,-9%,-2%,18µM*,-4%,6%
O=C(CC(C(=O)N1CCc2ccccc21)n1ccnc1)NCc1cccnc1 (stereo unspecified),2%,23%,nt,1%,-4%,0%,0%,-2%,-7%,1%
Cn1cnnc1Sc1ccc(C(=O)NCCC23CC4CC(CC(C4)C2)C3)cc1[N+](=O)[O-],-28%,-15%,2%,?,1%,1%,-4%,-11%,-3%,2%
CC1=C(C(=O)Nc2ccc(C)cc2C)C(c2cccs2)NC(=S)N1 (stereo unspecified),-6%,-25%,nt,-6%,1%,-1%,-5%,1%,0%,10%
COc1ccc(OC)c(NC(=O)C2C3CCC(C3=C(C)C)C2C(=O)O)c1 (stereo unspecified),4%,8%,7%,-18%,4%,-8%,-4%,-14%[0.365 µM],-3%,1%
COc1ccc(C(=O)Nc2ccccc2N2CCOCC2)cc1S(=O)(=O)N1CCOCC1,4%,nt,-13%,nt,1%,-5%,-4%,nt,8%,1%

# Bioassay records (PubChem)
